TbREL1 inh – TbREL1 inhibition, primary screen. inhibition, % at 9.66 µM. P86926. actives 0.49% (n = 89,000). TbREL1 RNA ligation, FRET fluorescence;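 active means inhibition above the mean inhibition across all screened compounds plus 3 SD, cut at about 11% in these data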;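 further: 0% = plate median of test wells and 100% = NSC42067 control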
Target sequence (P86926 whole entry, looked up): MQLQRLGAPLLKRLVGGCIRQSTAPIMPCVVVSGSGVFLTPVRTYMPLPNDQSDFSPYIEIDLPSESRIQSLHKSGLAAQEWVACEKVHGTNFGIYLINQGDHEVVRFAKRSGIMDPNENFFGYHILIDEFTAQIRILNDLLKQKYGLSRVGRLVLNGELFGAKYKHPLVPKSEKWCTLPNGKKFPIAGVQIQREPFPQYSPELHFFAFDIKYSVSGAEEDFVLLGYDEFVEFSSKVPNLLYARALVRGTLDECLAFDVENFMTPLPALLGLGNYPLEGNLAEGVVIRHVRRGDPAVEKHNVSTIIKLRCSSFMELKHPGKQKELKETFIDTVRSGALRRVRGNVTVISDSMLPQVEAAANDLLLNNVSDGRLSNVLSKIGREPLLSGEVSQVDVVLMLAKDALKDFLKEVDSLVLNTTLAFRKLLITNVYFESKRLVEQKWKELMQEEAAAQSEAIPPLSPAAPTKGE
* marks the source's active call; other numbers are inactive results.

entry	molecule	TbREL1 inh
1	COC(=O)C1=CN(c2ccc3c(c2)OCO3)C(N)=C(C#N)C1c1ccccc1 (stereo unspecified)	-8
2	COc1ccccc1C(=O)OCC(=O)c1ccc(CNC(C)=O)s1	-1
3	O=C(COc1cc(F)ccc1[N+](=O)[O-])Nc1ccc2c(c1)OCO2	5
4	Nc1cccnc1Sc1cc(Cl)cc(Cl)c1	2
5	CC(C#N)(NC(=O)CN1CCN(S(=O)(=O)c2ccccc2Cl)CC1)C1CC1 (stereo unspecified)	1
6	CCN(CC)S(=O)(=O)c1ccc(N2CCN(C)CC2)c(NC(=O)Nc2ccc(C)cc2)c1	6
7	Cc1ccc(NC(=O)CN(C)CC(=O)Nc2ccc3c(c2)OCO3)cc1	-3
8	CCC(=O)c1ccc(OCC(=O)OCC(=O)NC2CCCCCCC2)cc1	-6
9	CCOC(=O)C(=O)Nc1cc(C)nn1-c1nc2ccccc2[nH]1	10
10	O=C(CCCn1c(SCc2ccccc2F)nc2ccccc2c1=O)NCC1CCCO1 (stereo unspecified)	-2
11	O=C(Nc1nc2c(s1)CCCC2)Oc1ccccc1	-3
12	Cc1nc2ccccc2c(C(=O)O)c1-c1ccccn1	0
13	CCC(Oc1nc2ccccc2nc1-c1ccccc1NC(C)=O)C(=O)c1ccccc1 (stereo unspecified)	-3
14	COC(=O)/C=C1\NCCSC1=O	-1
15	CN1CCN(C(=O)C2CCC(C)(C(=O)O)C2(C)C)CC1 (stereo unspecified)	3
16	CC(C)c1ccc(C2CC(c3ccc(Br)cc3)=NN2C(N)=S)cc1 (stereo unspecified)	3
17	O=[N+]([O-])c1ccc(N2CCN(c3ccccc3F)CC2)c(S(=O)(=O)N2CCOCC2)c1	-2
18	CCOc1ccccc1C(=O)Nc1cc(Cl)ccc1O	3
19	O=C(c1ccc2c(=O)n(Cc3ccco3)c(=S)[nH]c2c1)N1CCN(c2ccccc2)CC1	-3
20	CC(=O)c1cccc(-c2ccnc3c2CC(C(=O)NCCc2ccccc2)O3)c1 (stereo unspecified)	-2
21	O=C1C[C@@H](C(=O)Nc2ccc(Cl)cc2)[C@@H](c2ccccc2)O1	-2
22	Cc1cc(-n2c(=O)c(C#N)cc3c(=O)n4ccccc4nc32)no1	1
23	C#CCNC(=O)c1cc2cccnc2nc1N	0
24	Cc1cccc(N2CCN(Cc3cnc(Cl)s3)CC2C)c1 (stereo unspecified)	-1
25	O=C(COc1ccc(S(=O)(=O)N2CCOCC2)cc1)NCCc1ccccc1	2
26	COc1ccc(-c2cc([C@H]3[C@@H]4C=CCC[C@@]4(C)C(=O)N3Cc3ccccc3)ccc2F)cc1OC	0
27	COC(=O)c1ccc2[nH]c3cccc(/C(=C/c4ccccc4)c4ccccc4)c3c2c1	6
28	COc1cccc(-c2nn(-c3ccccc3)cc2/C=C\C(=O)c2cccs2)c1	4
29	CC1Oc2ccccc2N(CC(=O)NCc2cccs2)C1=O (stereo unspecified)	1
30	CCOC(=O)c1ccc(NC(=S)N2CCSC2c2ccc(Cl)cc2)cc1 (stereo unspecified)	-4
31	Cn1c(SCC(=O)Nc2ccc(C(=O)O)cc2)nnc1-c1ccccn1	0
32	CC1(c2cccc(Br)c2)NC(=O)NC1=O (stereo unspecified)	2
33	O=C1CSc2ccc(C(=O)N3CCCC(C(=O)N4CCCCC4)C3)cc2N1 (stereo unspecified)	-2
34	CN1c2cccc3cccc(c23)N(C)C1c1cccs1	-3
35	Cc1ccc(S(=O)(=O)Nc2ccccc2-c2ccccc2)cc1	2
36	N#Cc1c(N)nc2c(c1-c1ccncc1)CCCCC2	-2
37	COc1ccccc1C(=O)COC(=O)C(NC(=O)Cc1ccccc1)C(C)C (stereo unspecified)	-2
38	COc1ccc(OC)c(S(=O)(=O)N2CCCCC2C(=O)N2CCN(c3ccc(F)cc3)CC2)c1 (stereo unspecified)	-4
39	COc1ccc(C2=CC(=O)C[C@H](COCc3ccccc3)N(C(=O)OC(C)(C)C)O2)cc1	6
40	Cc1sc2c(c1C)c(=O)n(-c1ccccc1)c(=O)n2CC(=O)NCC1CCCO1 (stereo unspecified)	-2
41	COC(=O)c1cc2c(ccn2-c2ccc(F)cc2)n1CC(=O)N1CCN(C(=O)c2ccco2)CC1	-4
42	O=C(Cc1csc(NC(=O)c2ccc(F)cc2)n1)NO	2
43	Cn1nc(C(=O)NCC(=O)Nc2ccc(F)c(F)c2F)c2ccccc2c1=O	6
44	CC(C)C(=O)Nc1cccc(NC(=S)NC(=O)c2ccc(Cl)cc2)c1	-6
45	COc1ccc(CC(=O)N/N=C/C=C/c2ccc3c(c2)OCO3)cc1OC	4
46	CCn1c2ccccc2c2cc(NC(=O)COC(=O)c3cc(F)cc(F)c3)ccc21	1
47	COCCCn1c(=S)[nH]c2ncccc2c1=O	-2
48	CCOC(=O)C1=C(C)NC(=O)NC1c1ccc(OCC(=O)N2CCCCC2)cc1 (stereo unspecified)	2
49	CC(C)[C@H]1COCCS(=O)(=O)N1Cc1ccc(Cl)cc1	-1
50	COC(=O)[C@]12C[C@H](CC(=O)NCC3CCCCC3)C(=O)N(Cc3ccco3)C1=C[C@H](C1CCCC1)O[C@@H]2C	-2

3 records picked at random from those above:
entry	molecule	TbREL1 inh
43	Cn1nc(C(=O)NCC(=O)Nc2ccc(F)c(F)c2F)c2ccccc2c1=O	6
44	CC(C)C(=O)Nc1cccc(NC(=S)NC(=O)c2ccc(Cl)cc2)c1	-6
2	COc1ccccc1C(=O)OCC(=O)c1ccc(CNC(C)=O)s1	-1

Three of the entries above in order of the TbREL1 inh value, highest first.
entry	molecule	TbREL1 inh
32	CC1(c2cccc(Br)c2)NC(=O)NC1=O (stereo unspecified)	2
26	COc1ccc(-c2cc([C@H]3[C@@H]4C=CCC[C@@]4(C)C(=O)N3Cc3ccccc3)ccc2F)cc1OC	0
40	Cc1sc2c(c1C)c(=O)n(-c1ccccc1)c(=O)n2CC(=O)NCC1CCCO1 (stereo unspecified)	-2

(cont.)
entry	molecule	TbREL1 inh
51	O=S(=O)(c1ccc(Br)cc1)N1CCN(Cc2ccco2)CC1	2
52	CC(Oc1ccc2c(-c3ccccc3)cc(=O)oc2c1)C(=O)N1CCOCC1 (stereo unspecified)	-1
53	Cc1ccc(CN2CCS(=O)(=O)CC2)o1	3
54	COc1ccc(CCNC(=O)C(=O)NCC2CCNCC2)cc1OC	1
55	NN1C(=O)c2cccc3c(C(=O)O)ccc(c23)C1=O	2
56	NC(=O)CC(NC(=O)c1ccc(Br)cc1)c1ccc(N2CCC(Cc3ccccc3)CC2)c([N+](=O)[O-])c1 (stereo unspecified)	1
57	COc1cccc(CNC(=O)COc2ccc(C(=O)c3ccccc3)cc2)c1	1
58	COc1ccc(Br)c(/C=N/NC(=O)COc2ccc(-c3ccccc3)cc2)c1	4
59	CCNC(=S)NNC(=O)CSc1nnc(-c2ccccc2)n1-c1ccc(Cl)cc1	-6
60	O=C(CC1OC(=O)c2ccccc21)Nc1cc(Cl)ccc1N1CCCC1 (stereo unspecified)	-6
61	CCCc1ccc2oc(C(=O)N3CCNC(=O)C3CC(=O)OC)c(C)c2c1 (stereo unspecified)	-1
62	CCNC(=O)C(=O)Nc1ccc2c(c1)N(S(=O)(=O)c1cccs1)CCC2	2
63	CCCc1cc(-c2[nH]ncc2-c2ccc3c(c2)OCCCO3)c(O)cc1OC	-1
64	CNCCCC12CCC(c3ccccc31)c1ccccc12	5
65	FC(c1nc2ccccc2[nH]1)C(F)(F)F (stereo unspecified)	4
66	COc1ccc(C(C(=O)N(C)C2CCCC2)N(Cc2ccc(F)cc2)C(=O)c2csc(N3CCOCC3)n2)cc1OC (stereo unspecified)	-3
67	COc1ccc(Cl)cc1N(CC(=O)N1CCN(Cc2ccccc2)CC1)S(C)(=O)=O	-4
68	CCN1C(=O)N[C@@H](c2ccc(Br)cc2)C(C(C)=O)=C1C	1
69	Cc1cc([N+](=O)[O-])nn1CC(=O)Nc1cccc2nonc12	0
70	Cn1ccc(C(=O)Nc2ccc(Br)cc2Br)n1	3
71	COC(=O)CCCC1=CC2=C(c3ccccc3)C(=O)C(C)(OC(=O)C3CCCC3)C(=O)C2=CN1CCc1ccccn1 (stereo unspecified)	-2
72	CCOc1ccccc1OCCCNCc1ccccc1	4
73	COC(=O)c1ccccc1NC(=O)CN(c1cc(OC)ccc1OC)S(C)(=O)=O	3
74	C#CCOCCOCCOCCNc1nc(N2CCN(C(=O)Cn3cc(CCO)nn3)CC2)nc(N2CCN(C(=O)Cn3cc(CCO)nn3)CC2)n1	4
75	CCN(CC)S(=O)(=O)c1cc(C)c(C)cc1Br	-4

Single values from above.
TbREL1 inh result of cpd 58 reads 4
TbREL1 inh result of cpd 68 reads 1
TbREL1 inh result of cpd 53 reads 3
TbREL1 inh result of cpd 70 reads 3
TbREL1 inh result of cpd 69 reads 0

Other structures:
entry	molecule	TbREL1 inh
76	Cc1cccc(CSCc2nnc(N)s2)c1	0
77	Cc1cc(C(=O)CCl)c(C)n1CC1COc2ccccc2O1 (stereo unspecified)	0
78	CCN(CC)CCCn1c(=S)[nH]c2cc(C(=O)OC)ccc2c1=O	-2
79	CN(C)Cc1c(C(=O)N/N=C/C2CC=CCC2)nnn1-c1nonc1N (stereo unspecified)	2
80	Cc1csc(NC(=O)CSc2nnc(-c3ccoc3C)n2CCc2ccccc2)n1	-2
81	C/C(O)=C/c1nc2ccccc2[nH]c1=O	4
82	COc1ccc(N2C(=O)c3ccccc3NC(=O)C2C(=O)NCC(C)C)cc1 (stereo unspecified)	-2
83	O=C(Nc1ccccc1)OCCN1CCCC12CCC(c1ccccc1)CC2 (stereo unspecified)	6
84	Cc1ccccc1C(=O)NNC(=O)c1ccoc1C	3
85	COc1ccccc1CN1CCNC(=O)C1CC(=O)NCC1CCOCC1 (stereo unspecified)	4
86	COc1ccc(-n2c(=O)[nH]cc(C(=O)N3CCCc4ccccc43)c2=O)cc1	-3
87	Cc1sc(NC(=O)CSc2nnc3scc(-c4ccccc4)n23)c(C#N)c1C	1
88	CCc1ccc(S(=O)(=O)/N=C2\C=C(Nc3ccc(C(=O)O)cc3)C(=O)c3ccccc32)cc1	0
89	COc1ccc(N(C)S(=O)(=O)c2cccc(C(=O)OCC(=O)N3CC(C)CC(C)C3)c2)cc1 (stereo unspecified)	-4
90	CC1CCC(NC(=O)c2cccc(S(=O)(=O)NCc3ccccc3)c2)CC1 (stereo unspecified)	1
91	C=CCn1c(SCC(=O)NCc2ccco2)nnc1C1CCCCC1	-3
92	O=C(CN1CCSCC1)N/N=C/c1ccc(Cl)cc1	-3
93	CCOC(=O)CCP(=O)(O)C(O)c1ccc(OC)cc1 (stereo unspecified)	2
94	CSCCC1NC(=O)N(CC(=O)Nc2c(C(C)C)cccc2C(C)C)C1=O (stereo unspecified)	-3
95	Cc1ccccc1N1CC(C(=O)Nc2ccncc2)CC1=O (stereo unspecified)	0
96	CC(C)(C)NC(=O)C(=O)NN=C1CCCCCCCCCCC1	-1
97	O=C(c1cc(S(=O)(=O)N2CCOCC2)ccc1F)N1CCc2ccccc21	-1
98	Cc1cnc(NC(=O)C2CCC(C(C)(C)C)CC2)s1 (stereo unspecified)	0
99	CCOC(=O)c1cn2nc(Oc3ccc(C)cc3)ccc2n1	0
100	O=C(O)c1ccc(/C=N/Nc2nnnn2-c2ccccc2)cc1	1

Structural class, those above containing a nitro group on carbon.
entry	molecule	TbREL1 inh
3	O=C(COc1cc(F)ccc1[N+](=O)[O-])Nc1ccc2c(c1)OCO2	5
17	O=[N+]([O-])c1ccc(N2CCN(c3ccccc3F)CC2)c(S(=O)(=O)N2CCOCC2)c1	-2
56	NC(=O)CC(NC(=O)c1ccc(Br)cc1)c1ccc(N2CCC(Cc3ccccc3)CC2)c([N+](=O)[O-])c1 (stereo unspecified)	1
69	Cc1cc([N+](=O)[O-])nn1CC(=O)Nc1cccc2nonc12	0

The list continues.
entry	molecule	TbREL1 inh
101	CCC(=O)N1c2ccccc2-c2nnc(SC)nc2OC1c1ccc(OC)c(OC)c1 (stereo unspecified)	-2
102	COC(=O)[C@]12C[C@H](CC(=O)NCCCN3CCCC3=O)C(=O)N(Cc3cccc4ccccc34)C1=C[C@H](C(C)C)O[C@@H]2C1CC1	9
103	Cn1c(CN2CCCC2)nc2cc(NC(=O)C3CCCCC3)ccc21	-3
104	CCC(C)(C(=O)Nc1c(C)cccc1C)N(C)C(=O)c1ccc2ccccc2n1 (stereo unspecified)	-3
105	CN(C)CCCNC(=O)c1ccc(Cl)c(S(=O)(=O)N(C)c2ccccc2)c1	1
106	O=C(NCCCN1CCCC1=O)C(=O)Nc1cccc(F)c1	0
107	COc1ccccc1N(CC(=O)N/N=C/c1c(O)ccc2ccccc12)S(C)(=O)=O	2
108	COc1ccc(C(=O)N/C(=C\c2ccco2)C(=O)NCc2ccco2)cc1	-1
109	Cc1cc(NS(=O)(=O)c2ccc(NC(=O)CSc3nnc(-c4ccco4)n3Cc3ccco3)cc2)nc(C)n1	0
110	CCOc1ccc(CC(=O)N/N=C(\C)c2cccnc2)cc1OCC	0
111	COc1ccc(NC(=O)CN(C)C(=O)Cc2ccc(S(=O)(=O)N3CCOCC3)s2)cc1	5
112	Cc1ccc(Nc2nc(NCc3ccco3)c3ccccc3n2)cc1	8
113	COc1ccccc1N1CCN(C(=O)C2CCN(C(=O)c3ccccc3C)CC2)CC1	-4
114	O=C(N/N=C/c1ccc(N2CCOCC2)o1)c1cccc(C(F)(F)F)c1	-2
115	Cc1cc(C)c2nc(C(F)(F)F)nc(NCCCN3CCCC3=O)c2c1	-3
116	COc1cccc(N2[C@@H](CC(C)=O)c3ccc(/C=C/C(C)=O)cc3S2(=O)=O)c1	-1
117	COc1ccc(CN2CCN(C(=O)c3cc(C4CC4)nn3-c3ccccc3)CC2)cc1F	-1
118	C[C@H]1COc2cc(N3CC[C@H](O)C3)ccc2S(=O)(=O)N1	3
119	Fc1ccc2nc(Nc3nc4cc5c(cc4s3)OCCO5)sc2c1	-2
120	CC1CCC(=O)N(CCSc2ccccc2)CC1 (stereo unspecified)	-1
121	COc1ccc(NC(=O)C2=C(C)NC(=O)NC2c2cccc(OC)c2OC)c(OC)c1 (stereo unspecified)	4
122	COc1ccccc1C(C)NC(=O)c1ccc(NC(=O)CC2SC(N3CCCC3)=NC2=O)cc1 (stereo unspecified)	1

The list is partial (hit frequency here may not be typical).
